AID2073 – disruptors of CaV2.2 binding to Mint1 – biochemical, HTRF (AID 2073) | HTRF protein-protein interaction, Mint1-CaV2.2; higher % means a stronger effect | inhibition, % at 20 µM, or IC50 in µM where a hit was titrated | hit rate 0.19% among 290,000; in the data active = inhibition mostly above about 51%, no sharp cut-off; inconclusive = no clear call, values can overlap the other calls; inactive = mostly below about 53%; also: some results filed as inactive read as strong as hits
NS5 inhibitors – flavivirus cap methylation enzyme inhibition – biochemical, confirmation dose response, primary screen (AID 588689); Dengue-2 NS5 methyltransferase capping enzyme assay, biochemical; higher % means a stronger effect; one-dose inhibition, % at 25 µM; IC50 in µM for titrated hits; hit rate 0.3% among 340,000; in the data active = a potency from the dose series; inconclusive = inhibition above about 29% without an active follow-up result
HIV peptide binding – inhibitors of HIV fusion peptide binding, primary screen, biochemical, uHTS, fluorescence dequenching (AID 1986). cell-free peptide binding, fluorescence dequenching, 30 min; higher % means a stronger effect. inhibition, % at 20 µM, or IC50 in µM where a hit was titrated. hit rate 0.3% among 290,000; in the data active = inhibition mostly above about 52%, no sharp cut-off; inactive = mostly below about 76%; also: some results filed as inactive read as strong as hits
Rac1 GTP hydrolysis – MgcRacGAP GTPase-activating activity inhibitors, confirmation, biochemical, ADP Hunter fluorescence | hit rate 0.6% among 340,000 | inhibition, % at 30 µM, or IC50 in µM where a hit was titrated | MgcRacGAP-stimulated Rac1 GTP hydrolysis, ADP Hunter fluorescence; higher % means a stronger effect; GST-tagged Rac1 F28L mutant substrate;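 active = first-screen hits whose inhibition reached a set limit at any dose in the follow-up dose series; inconclusive = inhibition above the set first-screen limit but never retested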;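 also: fluorescence reports GDP produced by GAP-driven GTP hydrolysis; strong numbers were not always called active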
Large T inhibition – TAg ATPase/helicase activity blockers – biochemical (AID 1903); SV40 large T antigen ATPase/helicase inhibition assay; higher % means a stronger effect; one-dose inhibition, % at 20 µM; IC50 in µM for titrated hits; hit rate 0.39% among 310,000; in the data active = a potency from the dose series; inconclusive = inhibition mostly from about 32% at the one dose, without a potency; inactive = the rest, 99 in 100 with inhibition below about 32%; also: strong numbers were not always called active
SIAH1 antagonists – blockers of Siah-1 interaction with plectin peptide – biochemical, fluorescence polarization, rhodamine-plectin, uHTS, primary screen (AID 1817). Siah-1 / rhodamine-plectin peptide fluorescence polarization; higher % means a stronger effect. one-dose displacement, % at 20 µM; IC50 in µM for titrated hits. hit rate 0.02% among 290,000;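 active = displacement of at least 50% at 20 µM, with a fluorescence ratio check between 0.3 and a set limit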;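 also: plate controls were Siah plus tracer with DMSO for no effect and tracer alone without Siah for full effect; strong numbers were not always called active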
LYP inhibition – PTPN22 lymphoid phosphatase activity blockers – biochemical, fluorescence intensity, uHTS (AID 1779); recombinant LYP phosphatase, fluorescence intensity; higher % means a stronger effect; inhibition, % at 11.5 µM, or IC50 in µM where a hit was titrated; hit rate 0.054% among 290,000; in the data active = inhibition above about 50%;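 also: plate controls were vehicle with enzyme for no effect and no enzyme for full effect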
RSV antiviral HEp-2 – inhibition of RSV-induced cytopathic effect – HEp-2 cells, primary 10 µM value included (AID 2391); HEp-2 cells, RSV-induced CPE inhibition; higher % means a stronger effect; hit rate 0.13% among 310,000; CPE inhibition, % at 10 µM; hits with a dose series show IC50 in µM; in the data active = a potency from the dose series; inconclusive = CPE inhibition mostly from about 23% at the one dose, without a potency; inactive = the rest, 99 in 100 with CPE inhibition below about 21%; also: strong numbers were not always called active
XIAP displacement – XIAP antagonists, biochemical, IAP family, fluorescence polarization (AID 1018); XIAP BIR domain, fluorescence polarization peptide displacement; higher % means a stronger effect; one-dose displacement, % at 20 µM; IC50 in µM for titrated hits; hit rate 0.007% among 200,000; in the data active = displacement above about 50%; also: a part of the inactive calls stands beside numbers as strong as those of hits
NS5 inhibitors pilot replicate – second read-out of NS5 inhibitors, no call of its own (marks repeat the call); inhibition, %; measured here: pilot screen replicate inhibition
* = called active by the depositor; ? = inconclusive; . = not tested or not shown.

SMILES	AID2073	NS5 inhibitors	HIV peptide binding	Rac1 GTP hydrolysis	Large T inhibition	SIAH1 antagonists	LYP inhibition	RSV antiviral HEp-2	XIAP displacement	others
O=C(Cc1ccc(Cl)c(Cl)c1)NNC(=S)NCC1CCCO1 (stereo not drawn)	-17%	3%	-1.0%	9%	12%	4%	-5%	13%	.
CCC(=O)Nc1ccc2nc(C)n(Cc3ccccc3Cl)c(=O)c2c1	-3%	-8%	-1.7%	9%	18%	-8%	-2%	5.7%	-5.6%
C/C(=N/NS(=O)(=O)c1ccc(C)c(C)c1)c1c[nH]c2ccccc12	4%	-4%	-1.0%	12%	31%	-1%	-4%	1.6%	.
COc1cccc(N2CC(C(=O)Nc3nnc(SCCC4OCCO4)s3)CC2=O)c1 (stereo not drawn)	4%	-1%	1.1%	9%	-3%	-2%	-6%	1.3%	.
COc1cccc(C(=O)NC2CCNCC2)c1	-4%	-3%	-0.8%	0%	18%	1%	-5%	0.2%	.	NS5 inhibitors pilot replicate=-6.1
Cc1c(NC(=O)C(C)OC(=O)c2cc(Cl)nc(Cl)c2)c(=O)n(-c2ccccc2)n1C (stereo not drawn)	9%	3%	0.1%	12%	2%	3%	-10%	1.8%	-4.5%
CC1CCc2sc3nc(N4CCN(CCO)CC4)n4ncnc4c3c2C1 (stereo not drawn)	-6%	-7%	-0.3%	17%	20%	-8%	-5%	21%	-3.9%
Cc1ccc(Sc2cc(C(F)(F)F)nc(N(C)C)n2)cc1	3%	-3%	-2.1%	6%	4%	-4%	0%	6.3%	1.5%
Cn1ncc(Cl)c(Oc2ccc(C(C)(C)C)cc2)c1=O	-2%	-9%	-1.6%	7%	5%	-1%	-8%	2.4%	-9.0%
O=C(COC(=O)C1=COCCO1)Nc1ccc2c(c1)OCO2	-5%	-5%	-0.7%	6%	-3%	-2%	-10%	1.7%	-8.1%
COc1ccc2cc(C(=O)C3CCCN(C(=O)CSc4nnc(C)o4)C3)ccc2c1 (stereo not drawn)	33%	8%	0.9%	-8%	5%	0%	-2%	12%	-4.0%
COc1ccccc1-c1nc2n(n1)C(c1cccs1)C(C(=O)Nc1cccnc1)=C(C)N2 (stereo not drawn)	1%	-8%	-3.0%	9%	4%	1%	1%	1.8%	-3.5%
C[C@@H]1C[C@H](Nc2ccccc2)c2ccccc2N1C(=O)c1cccnc1	2%	1%	-3.8%	2%	4%	-4%	4%	5.3%	-11%
Cc1[nH]n(-c2ccccc2)c(=O)c1N=Nc1ccc2c(c1)OCCO2	15%	-12%	-3.0%	4%	9%	1%	1%	-0.4%	-3.9%
COc1ccc(C(=O)O/N=C(/c2ccccc2)c2ccncc2)cc1OC	-5%	-5%	1.7%	5%	17%	6%	-2%	0.0%	1.2%
COc1ccc(Nc2nc(-c3c(C)nc4ncccn34)cs2)cc1	56%*	.	-1.0%	14%	28%	-1%	7%	.	-3.1%
COc1cc(C(=O)Oc2ccccc2N)cc(OC)c1OC	-3%	2%	-1.8%	10%	27%	-4%	-3%	1.7%	-8.4%
O=C(Oc1ccc(Nc2ncnc3ccccc23)cc1)c1cccnc1	7%	-15%	1.0%	19%	11%	-2%	2%	.	-5.3%
COc1ccc(C)cc1NC(=O)C1CCN(S(=O)(=O)c2c(C)noc2C)CC1	-6%	-13%	0.4%	5%	6%	2%	-11%	0.8%	.
CC(C)CCNC(=O)NC(=O)COC(=O)/C=C/c1cnc2ccccc2n1	-7%	3%	0.1%	1%	2%	-5%	-6%	1.5%	-8.7%
COc1cccc(N/C(SCc2ccccc2F)=C(/C#N)C(=O)NCc2cccs2)c1	-4%	3%	0.9%	7%	3%	5%	1%	8.6%	-7.7%
O=S(=O)(CCN1CCN(c2ccccn2)CC1)c1ccc(Cl)cc1Cl	4%	0%	-0.5%	13%	7%	6%	-4%	0.4%	.
CC1C/C(=N\NC(=S)NCc2ccccc2)CC(C)(C)C1 (stereo not drawn)	-16%	1%	-3.2%	0%	10%	-7%	-3%	1.8%	-6.9%
CCN(Cc1ccccc1)CC(O)COc1ccccc1 (stereo not drawn)	-8%	-6%	-3.7%	-8%	-3%	-2%	-5%	1.3%	-4.8%
CCN(CC)CCNC(=O)c1ccc(N)cc1	-3%	-1%	0.9%	5%	4%	-6%	-4%	-1.5%	-12%
COc1ccc(C(=O)Nc2ccc(O)c3c(=O)cc(-c4cccc(Cl)c4)oc23)cc1	14%	-2%	-1.3%	0%	4%	3%	5%	1.7%	.
COC(=O)c1ccc(C(=O)OC)c(NC(=O)c2cnc3n(c2=O)CCS3)c1	4%	-3%	1.0%	1%	-1%	-6%	-8%	1.2%	-5.6%
C#CCOCCOCCOCCNc1nc(N2CCOCC2)nc(N2CCN(C(=O)[C@H]([C@@H](C)O)n3cc(CCCCN)nn3)CC2)n1	-5%	-6%	2.3%	1%	10%	-11%	-7%	-0.7%	-8.6%
COc1ccc2[nH]c(=O)c(CN(C)C(=O)COc3ccccc3)cc2c1	-2%	-7%	-2.9%	4%	17%	3%	-13%	1.9%	-0.7%
O=C(NC1CCCCC1)C(c1cccs1)N(C(=O)Cc1c[nH]c2ccccc12)c1ccc(F)cc1 (stereo not drawn)	0%	-11%	-1.9%	6%	19%	-2%	0%	-4.0%	2.9%
CCOc1ccccc1NC(=O)Nc1ccc(Cl)cc1	0%	-12%	-1.8%	7%	14%	-6%	-4%	?	-3.5%
Fc1ccc(-c2nc3c(-c4ccc(F)cc4)cnn3cc2CCN2CCOCC2)cc1	1%	-2%	2.6%	6%	-1%	4%	-9%	1.9%	-9.2%
O=C1CCCC(=NCc2ccco2)C1	-8%	1%	-1.6%	-4%	-2%	2%	-14%	1.3%	-5.6%
O=C(O)c1cc(/C=C/c2ccc(N3CCOCC3)cc2)nc2ccccc12	42%	-20%	30%	12%	11%	2%	7%	-2.3%	-0.8%
NS(=O)(=O)c1ccc(CCNC(=O)c2cc(-c3ccccc3)nc3ccccc23)cc1	-3%	-1%	3.1%	14%	-2%	8%	3%	1.6%	-3.7%
O=C(CN1CCN(CC(=O)Nc2ccc3c(c2)OCO3)CC1)Nc1ccc(F)cc1	1%	8%	-1.7%	-2%	0%	3%	2%	0.8%	-0.1%
Cc1nnnn1/C(=C\c1ccccc1)C(=O)OCC(=O)NC1CCCCC1	.	-4%	.	18%	18%	.	.	0.7%	.
CCOC(=O)N/N=C(\C)c1ccc(C)o1	11%	-4%	-2.0%	-9%	1%	5%	0%	0.3%	-6.2%
CCCOc1ccc(Cl)cc1Nc1nc(NCCO)nc(N2CCCC2)n1	.	-9%	.	6%	10%	.	.	4.2%	.
COc1ccc2sc(N(CCN(C)C)C(=O)/C=C/c3cccs3)nc2c1	5%	-9%	-0.2%	9%	5%	1%	3%	-2.1%	-4.0%
COc1ccc(-c2nn(-c3ccccc3)cc2C(=O)NC2CCCCC2C)cc1 (stereo not drawn)	.	0%	.	7%	13%	.	.	-1.2%	.
O=C(CC(c1ccccc1)c1cc(Cl)ccc1O)NCCCN1CCOCC1 (stereo not drawn)	6%	-3%	0.5%	-17%	7%	-3%	-3%	0.4%	.	NS5 inhibitors pilot replicate=-1.2
COc1cc2c(cc1OC)C(c1ccc(Cl)cc1)CC(=O)N2 (stereo not drawn)	2%	-5%	-0.9%	2%	6%	2%	-7%	1.4%	.
N#CCn1cnc2sc(-c3ccccc3)cc2c1=O	22%	-11%	4.6%	9%	11%	12%	3%	0.6%	-2.4%
Cc1ccc(SCCNC(=O)c2cccc([N+](=O)[O-])c2C)cc1	5%	3%	13%	11%	8%	0%	-9%	4.7%	-3.6%
Cc1cc(NC(=O)COC(=O)C(C)Oc2ccc(Cl)cc2Cl)no1 (stereo not drawn)	4%	-8%	2.3%	4%	7%	-4%	-4%	2.3%	.
N#CCSc1nc2c(c(C3CC=CCC3)c1C#N)CCC2 (stereo not drawn)	11%	-1%	-3.1%	3%	0%	10%	3%	?	-1.4%
Cc1cccc(NC(=O)CCN2C(=O)c3cccc([N+](=O)[O-])c3C2=O)c1	4%	-14%	-1.3%	4%	9%	6%	-10%	0.3%	.

Two consecutive compounds from above:
SMILES	AID2073	NS5 inhibitors	HIV peptide binding	Rac1 GTP hydrolysis	Large T inhibition	SIAH1 antagonists	LYP inhibition	RSV antiviral HEp-2	XIAP displacement	others
CCCOc1ccc(Cl)cc1Nc1nc(NCCO)nc(N2CCCC2)n1	.	-9%	.	6%	10%	.	.	4.2%	.
COc1ccc2sc(N(CCN(C)C)C(=O)/C=C/c3cccs3)nc2c1	5%	-9%	-0.2%	9%	5%	1%	3%	-2.1%	-4.0%

Next records:
SMILES	AID2073	NS5 inhibitors	HIV peptide binding	Rac1 GTP hydrolysis	Large T inhibition	SIAH1 antagonists	LYP inhibition	RSV antiviral HEp-2	XIAP displacement	others
N#CC1=C(N)OC2=C(CN(Cc3ccccc3)C/C2=C\c2cccnc2)C1c1cccnc1 (stereo not drawn)	-10%	7%	13%	15%	8%	12%	1%	2.9%	6.7%
CCCCn1c(N)c(N(CCOC)C(=O)c2cccc(S(=O)(=O)N(C)c3ccc(C)cc3)c2)c(=O)[nH]c1=O	.	-7%	.	3%	14%	.	.	-1.8%	.
O=C(Nc1ccc(Cl)cc1)N1CCOC12CCCCC2	-3%	-10%	0.0%	-6%	-2%	3%	-8%	0.5%	-3.3%
O=C(NCCc1ccccc1)c1cc(-c2ccco2)on1	53%	-4%	34%	-2%	1%	49%	5%	-3.4%	-3.9%
O=C(CCNC(=O)Cn1ccc2ccccc2c1=O)NCC1CCCC1c1ccccc1 (stereo not drawn)	-9%	0%	-1.0%	1%	7%	-5%	-6%	2.0%	-16%
COc1ccc(N(Cc2ccccc2)N=O)cc1	-8%	-6%	-2.8%	15%	3%	15%	-10%	2.1%	.
CCOc1cccc(C(=O)NC(=S)Nc2ccc(N3CCCC3)cc2)c1	-16%	-8%	-2.1%	7%	3%	5%	2%	2.5%	0.1%
COC(=O)c1ccc2c(=O)n(CC3CCCO3)c(SCC(=O)NCCc3ccc(S(N)(=O)=O)cc3)nc2c1 (stereo not drawn)	?	-11%	-0.3%	8%	25%	8%	-7%	-0.4%	-2.7%
COC(=O)c1ccc(NC(=S)NC2CC(C)(C)NC(C)(C)C2)cc1	-7%	-4%	0.0%	9%	0%	2%	-9%	0.7%	-6.9%
COCCN(C(=O)CCC(=O)Nc1ccccn1)C(C(=O)NC1CCCC1)c1ccc(OC)cc1 (stereo not drawn)	-1%	-10%	1.3%	13%	-4%	9%	-5%	1.1%	-2.0%
COc1cc(C(=O)NCc2ccncc2)cc(Br)c1OCc1ccccc1	11%	-1%	-0.2%	6%	8%	-3%	-10%	4.5%	.

Assay outcomes: PubChem, several laboratories
